mcGAS RapidFire: mouse cGAS inhibition by mass spec | inhibition, % at 12.5 µM | recombinant mouse cGAS, cGAMP by RapidFire MS | Q8C6L5 | actives 0.18% (n = 130,000);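 active = inhibition of cGAS enzyme activity at or above 60%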;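 also: enzyme stimulated by 45 bp dsDNA with ATP and GTP substrates; cGAMP share of summed cGAMP plus half ATP and half GTP signals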
Target sequence (Q8C6L5 whole entry, looked up): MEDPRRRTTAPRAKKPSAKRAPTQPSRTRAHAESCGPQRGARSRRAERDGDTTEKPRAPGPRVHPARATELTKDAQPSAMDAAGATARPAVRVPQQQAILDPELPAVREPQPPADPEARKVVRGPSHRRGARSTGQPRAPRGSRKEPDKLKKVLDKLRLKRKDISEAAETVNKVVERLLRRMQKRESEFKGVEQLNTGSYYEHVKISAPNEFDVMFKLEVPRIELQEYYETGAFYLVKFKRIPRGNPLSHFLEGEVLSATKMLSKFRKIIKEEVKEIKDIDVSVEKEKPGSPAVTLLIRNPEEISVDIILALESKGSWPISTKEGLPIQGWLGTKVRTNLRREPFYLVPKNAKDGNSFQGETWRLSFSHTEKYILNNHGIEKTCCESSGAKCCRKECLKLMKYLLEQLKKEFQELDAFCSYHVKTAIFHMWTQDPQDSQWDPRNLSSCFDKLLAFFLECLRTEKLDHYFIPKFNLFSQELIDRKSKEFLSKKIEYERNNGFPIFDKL
Starred values were filed as active, the others as inactive; & = joins results of further samples. Not all compounds are listed; rates above refer to the full screens.

`CCc1ccccc1NC(=O)C1CSC2(C)CCC(=O)N12` (stereo unspecified) gave mcGAS RapidFire -15.
For Cc1nc(N2CCC(C(N)=O)CC2)c2c3c(sc2n1)CC(C)CC3 (stereo unspecified) the results were mcGAS RapidFire 15.
For C=CCNc1ccccc1C(=O)N(C)CC1CCN(c2ccccc2)C1 (stereo unspecified) the results were mcGAS RapidFire 0.
Screening Nc1ccn(C2CC(O)C(CO)O2)c(=O)n1 (stereo unspecified) returned mcGAS RapidFire 20.
O=C(c1ccnc(-n2cnnc2)c1)N1CCC2(CC1)C(=O)Nc1ccccc12 was read as mcGAS RapidFire -19.
Screening O=C(O)c1cc(-c2ccccc2F)nn1-c1ccccc1Cl returned mcGAS RapidFire 2.
Screening O=C(c1ccccn1)N1CCCC(CCc2ccccc2C(F)(F)F)C1 (stereo unspecified) returned mcGAS RapidFire 3.
`O=C(c1cnc(CN2CCCC2)s1)N1C[C@@H]2CNC[C@]2(C(=O)O)C1` gave mcGAS RapidFire -32.
Screening Cc1cc(-n2c(C)cc(C(=O)N3CCc4ccccc43)c2C)no1 returned mcGAS RapidFire -3.
`O=S(=O)(NCc1ccc2c(c1)OCO2)C1=Cc2ccccc2CC1` gave mcGAS RapidFire -16.
`Cc1sc2nc(Cc3nc(-c4ccccc4)n[nH]3)[nH]c(=O)c2c1C` gave mcGAS RapidFire -2.
CC1(C2CC2)CC(=O)N(CC(=O)N2CCC3(CCc4ccccc43)CC2)C1 (stereo unspecified) was read as mcGAS RapidFire 12.
Screening C[C@@H]1CN(Cc2cc3n(n2)CCNC3)C[C@H](C)O1 returned mcGAS RapidFire -6.
Screening CC(C)(C)C(=O)Nc1ccnn1C1CCN(C(=O)C2=CCCC2)CC1 returned mcGAS RapidFire -5.
`COc1ccc(-c2noc(CNCCN3CCNC3=O)n2)cc1` gave mcGAS RapidFire -3.
Screening Cn1ccnc1CC1CCCN(C(=O)C2CC2c2ccccc2F)C1 (stereo unspecified) returned mcGAS RapidFire -11.
Screening Cc1nc(-n2nc(-c3cccs3)cc2NC(=O)/C=C\c2ccc3c(c2)OCO3)[nH]c(=O)c1C returned mcGAS RapidFire -9.
`COC(=O)c1cccc(CN2CCC(c3nc4c(C)cccc4[nH]3)CC2)n1` gave mcGAS RapidFire -26.
O=C(CCN1CCN(c2ccccn2)CC1)Nc1ccsc1 was read as mcGAS RapidFire -13.
For O=C(c1ccn(-c2ccc(F)cc2)n1)N(CCO)Cc1cccnc1 the results were mcGAS RapidFire -17.
For Cc1cc(-n2c(C)cc(C(=O)COC(=O)CCC(=O)c3cc(C)sc3C)c2C)no1 the results were mcGAS RapidFire -2.
For CCCc1nc(N(C)Cc2ccno2)c2cnn(C)c2n1 the results were mcGAS RapidFire -11.
`Cc1nc2c(c(=O)[nH]1)CCN(C(=O)c1cccc(C#CC(C)(C)O)c1)C2` gave mcGAS RapidFire 4.
C[C@]12CCC3c4ccc(O)cc4CCC3C1CC[C@@H]2OC(=O)CCC1CCCC1 (stereo partly specified) was read as mcGAS RapidFire -7.
For CSc1ccc(CN2CCC2(C)C(=O)NC(C)(C)C)cc1 (stereo unspecified) the results were mcGAS RapidFire -7.
`O=C(O)C1CN(S(=O)(=O)c2cccc3ccccc23)CCN1` (stereo unspecified) gave mcGAS RapidFire 14.
Screening COCC(=O)N1CCCN(C2CCC3(CCNCC3)CC2)CC1 returned mcGAS RapidFire -14.
For Cc1cccnc1C(C)Nc1nccc(CCC(F)(F)F)n1 (stereo unspecified) the results were mcGAS RapidFire -8.
COc1ccc(S(=O)(=O)Nc2ccc(CC(=O)NC3CC3)cc2)cc1Cl was read as mcGAS RapidFire -7.
Cc1csc2ncnc(N3CCCC(Cn4cc(C(=O)O)nn4)C3)c12 (stereo unspecified) was read as mcGAS RapidFire -4.
CCOc1ccc(C2c3cccn3CCN2C(=O)NCc2ccccc2)cc1 (stereo unspecified) was read as mcGAS RapidFire -3.
`COCCCNC(=O)CSCc1cc(Cl)c2c(c1)OCO2` gave mcGAS RapidFire 0.
For CC(=O)Cn1c(=O)c2c(nc3n(-c4ccccc4F)c(C)cn23)n(C)c1=O the results were mcGAS RapidFire -5.
`O=C(O)c1[nH]ncc1CN1CCO[C@@H]2CCCC[C@H]21` gave mcGAS RapidFire -1.
`CC1CC1C(=O)NCCC(=O)Nc1nc2ccccc2n1C1CCCCC1` (stereo unspecified) gave mcGAS RapidFire -1.
CS(=O)(=O)Nc1ccccn1 was read as mcGAS RapidFire 1.
For O=C1CC(c2ccccc2Br)Sc2ccccc2N1 (stereo unspecified) the results were mcGAS RapidFire -2.
CC(C)(C)NC(=O)COC(=O)c1ccc2c(c1)S(=O)(=O)c1ccccc1C2=O was read as mcGAS RapidFire 7.
CCc1cc(=O)[nH]c(-c2ccc(N3CCOCC3C)nc2)n1 (stereo unspecified) was read as mcGAS RapidFire -7.
`C=CCNCC1CC(c2ccc(OC)cc2)=NO1` (stereo unspecified) gave mcGAS RapidFire -4.
Screening O=C(OC1CCSc2ccccc21)C1CCCN(C(=O)C2CC2)C1 (stereo unspecified) returned mcGAS RapidFire -15.
C/C(=N\NC(=O)CSc1nnc(-c2ccccc2)n1-c1ccccc1)c1ccc([N+](=O)[O-])cc1 was read as mcGAS RapidFire -9.
Cc1ccc(C)c(NC(=S)N2CCN(S(=O)(=O)c3cccs3)CC2)c1 was read as mcGAS RapidFire 2.
CN(Cc1cnn(Cc2ccccc2)c1)CN1C(=O)C2CC=CCC2C1=O (stereo unspecified) was read as mcGAS RapidFire -9.
For O=C(CN1C(=O)c2ccccc2C1=O)Nc1nc2c(s1)CCCCC2 the results were mcGAS RapidFire 0.
Screening CCCCSCSc1nc(C)cc(C)c1C#N returned mcGAS RapidFire -9.
For COc1ccc(/C=C\C(=O)OCc2cc(-c3ccc4c(c3)OCO4)on2)cc1OC the results were mcGAS RapidFire -7.
Screening Nc1ccc(F)cc1-c1ccc(F)cc1 returned mcGAS RapidFire -8.
For Cc1ccc(OCCN2CCC2(C)C(=O)NCc2ccc(C(F)(F)F)cc2)cc1 (stereo unspecified) the results were mcGAS RapidFire -8.
`CC(C)C(=O)Nc1ccc(SCC(=O)NC2CCCC2)nn1` gave mcGAS RapidFire 11.
Screening O=C1NCCN(Cc2ccc(F)cc2Cl)C1CC(=O)N1CCOCC1 (stereo unspecified) returned mcGAS RapidFire 1.
Screening Cc1ccc2cc(C3(O)CCN(C(=O)c4cncc(Cl)c4)CC3)ccc2n1 returned mcGAS RapidFire -10.
Screening CC(C)NC(=O)CSc1nnc(SCC(=O)c2ccccc2)s1 returned mcGAS RapidFire -7.
OCCC1CN(Cc2cn[nH]c2-c2cccc(F)c2)CCN1Cc1ccsc1 (stereo unspecified) was read as mcGAS RapidFire -9&-1.
Screening Cc1c(CO)cccc1NC(=O)c1cccc2[nH]c(-c3ccc(N(C)C)cc3)nc12 returned mcGAS RapidFire -1.
`CCSc1nc(SCC(N)=O)c2sc3c(c2n1)COC(C)(C)C3` gave mcGAS RapidFire -11.
`O=C(c1ccc(Cn2ccnc2)o1)N1C[C@H]2CC=CC[C@H]2C1` gave mcGAS RapidFire 3.
CCCCN(Cc1ccco1)C(=O)c1coc2c1C(=O)CCC2 was read as mcGAS RapidFire -31.
Screening Cn1ccnc1N1CCN(c2ncc(C(N)=O)cc2Cl)CC1 returned mcGAS RapidFire -16.
`CCNC(=O)C(C)NC(=O)C(Sc1ccccc1)c1ccccc1` (stereo unspecified) gave mcGAS RapidFire 0.
Screening COc1ccccc1NC(=O)Oc1c(C)cc(Cl)cc1C returned mcGAS RapidFire -7.
Screening COc1cc(N2C(=O)C3C4C=CC(C4)C3C2=O)nc(OC)n1 (stereo unspecified) returned mcGAS RapidFire 2.
Screening Cc1ccc(CN2CCN(C(=O)Cn3[nH]c(=O)ccc3=O)CC2=O)cc1 returned mcGAS RapidFire -11.
Screening COc1cc(C2(C(=O)NCC(=O)N3CCCC3)CC2)ccc1C returned mcGAS RapidFire 6.
`CC(C)Cn1c(CN2CCN(c3nc4ccccc4o3)CC2)cnc1S(C)(=O)=O` gave mcGAS RapidFire -12.
For Cc1cc(NC(=O)Cn2c3ccccc3c(=O)c3ccccc32)ccc1Br the results were mcGAS RapidFire -11.
Screening O=C(c1cc(=O)c2ccccc2o1)N1CCc2c([nH]c3ccccc23)C1c1ccccc1F (stereo unspecified) returned mcGAS RapidFire 15.
C=CCNC/C=C/COc1cccc(C)c1C was read as mcGAS RapidFire 7.
For Cc1cc(C)n(-c2cccc(-c3nccn3CCc3cccnc3)c2)n1 the results were mcGAS RapidFire -2.
For CC(C)=CC1C(C(=O)N2CCNC(=O)C2C)C1(C)C (stereo unspecified) the results were mcGAS RapidFire -5.
For O=C(CCc1nc(-c2ccsc2)no1)NCc1cccc(Cl)c1 the results were mcGAS RapidFire 0.
Cc1nnsc1C(=O)NCCn1nc(-c2cccs2)n(C)c1=O was read as mcGAS RapidFire -7.
For COC(=O)CCCC(=O)N1CCCC(CCc2ccc(F)c(F)c2)C1 (stereo unspecified) the results were mcGAS RapidFire -5.
`O=C(C1COCCO1)N1Cc2cnn(Cc3ccc(F)cc3)c2C1` (stereo unspecified) gave mcGAS RapidFire -15.
Screening COc1ccc(-c2[nH]nc3c2C(c2ccncc2)C(C#N)C(=N)O3)cc1 (stereo unspecified) returned mcGAS RapidFire -12.
`COc1c[nH]c(C(=O)N2CCCC(CCc3ccc(F)c(F)c3)C2)cc1=O` (stereo unspecified) gave mcGAS RapidFire -16.
CCn1ccnc1CN1CCCC(N2CCc3cc(OC)c(OC)cc3C2)C1 (stereo unspecified) was read as mcGAS RapidFire -11&1.
CCc1nnc(CN2CCCC2c2nc3ccccc3s2)o1 (stereo unspecified) was read as mcGAS RapidFire -50.
Screening CCn1c(N)c(C(=O)Nc2sc3c(c2C(=O)NC)CCCC3)sc1=S returned mcGAS RapidFire -11.
O=C(c1ccc(Br)o1)c1c(-c2ccccc2)[nH]n(-c2ccccc2)c1=O was read as mcGAS RapidFire -5.
`COc1ccc(N2CCN(C3CCCN(C(=O)c4ccccc4SC)C3)CC2)cc1` (stereo unspecified) gave mcGAS RapidFire -1.
For O=C(O)CCC(=O)NNc1ccccc1[N+](=O)[O-] the results were mcGAS RapidFire -11.
CCCc1cnc(C)nc1-c1cccc2cnccc12 was read as mcGAS RapidFire -4.
For C=C(C)COc1cccc(C(=O)NCCc2nc(C)c3c(n2)CCCC3)c1 the results were mcGAS RapidFire -11.
For NC(=O)c1ccc(C23CC4CC(CC(C4)C2)C3)o1 the results were mcGAS RapidFire -2.
Cc1nonc1CC(=O)N1CCCC(CNC(=O)c2ccc(F)cc2)C1 (stereo unspecified) was read as mcGAS RapidFire -3.
For CC(=O)Nc1cncc(-c2cccc(S(C)(=O)=O)c2)n1 the results were mcGAS RapidFire 1.
CC(C)c1nnc2sc(-c3c[nH]c4ccccc34)nn12 was read as mcGAS RapidFire -13.
For COc1ccccc1CN1C(=O)C(F)(F)Oc2cc3c(cc21)CCCC3 the results were mcGAS RapidFire 5.
For O=C(O)CCn1c(-c2cccc3ccccc23)n[nH]c1=O the results were mcGAS RapidFire -14.
`O=[N+]([O-])c1cccc(-c2csc(Nc3ccc(Cl)cc3)n2)c1` gave mcGAS RapidFire 3.
Screening O=C(NCc1nnnn1C1CCCCC1)Nc1ccccc1 returned mcGAS RapidFire -5.
For Cc1ccc(NC(=O)N2CCc3c(cnn3-c3ccc(C#N)cc3)C2)cc1 the results were mcGAS RapidFire -3.
`Cc1cccc(CNC(=O)NCC2CCN(Cc3ccccn3)C2)c1` (stereo unspecified) gave mcGAS RapidFire -10.
Screening CC(C)(C)n1ncc2c1CCNC2 returned mcGAS RapidFire -6.
Screening CN(C)CCCO[C@H]1[C@@H](C(O)CO)OC2OC(C)(C)O[C@@H]21 (stereo partly specified) returned mcGAS RapidFire -4.
Screening Cc1ccc(C(O)c2ncc(-c3cccc(C(F)(F)F)c3)[nH]2)cc1F (stereo unspecified) returned mcGAS RapidFire -7.
Screening Cc1ccc(C)c(N(Cc2csc(-c3c(C)c(C)nn(C)c3=O)n2)C(C)C)c1 returned mcGAS RapidFire -3.
Cc1nc(CN(C)C(=O)CSc2ccc(Cl)cc2)no1 was read as mcGAS RapidFire 2.
O=C(Nc1cccc2ccccc12)N1CCC2(CCCNC2)C1 (stereo unspecified) was read as mcGAS RapidFire -17.
Cc1n[nH]c(C)c1CCCOc1ccccc1Br was read as mcGAS RapidFire 4.
`O=c1cc(CCl)[nH]c2nc3ccccc3n12` gave mcGAS RapidFire 2.
For CCOC(=O)C1(CCc2ccccc2)CCCN(C(=O)c2ccnn2C)C1 (stereo unspecified) the results were mcGAS RapidFire -10.
`CC(C)C(CNC(=O)CCn1c(=O)oc2cc(S(=O)(=O)N3CCCC3)ccc21)N1CCOCC1` (stereo unspecified) gave mcGAS RapidFire -9.
Screening CN1CC2(CCN(C(=O)c3cc4ccccc4s3)C2)OC1=O (stereo unspecified) returned mcGAS RapidFire -14.

A draw from above in order of SMILES length, smallest number first.
Screening CC(C)(C)n1ncc2c1CCNC2 returned mcGAS RapidFire -6.
Cc1n[nH]c(C)c1CCCOc1ccccc1Br was read as mcGAS RapidFire 4.
`O=c1cc(CCl)[nH]c2nc3ccccc3n12` gave mcGAS RapidFire 2.
Screening O=C(NCc1nnnn1C1CCCCC1)Nc1ccccc1 returned mcGAS RapidFire -5.
Cc1nc(CN(C)C(=O)CSc2ccc(Cl)cc2)no1 was read as mcGAS RapidFire 2.
For CCOC(=O)C1(CCc2ccccc2)CCCN(C(=O)c2ccnn2C)C1 (stereo unspecified) the results were mcGAS RapidFire -10.
`O=[N+]([O-])c1cccc(-c2csc(Nc3ccc(Cl)cc3)n2)c1` gave mcGAS RapidFire 3.
For Cc1ccc(NC(=O)N2CCc3c(cnn3-c3ccc(C#N)cc3)C2)cc1 the results were mcGAS RapidFire -3.
Screening Cc1ccc(C(O)c2ncc(-c3cccc(C(F)(F)F)c3)[nH]2)cc1F (stereo unspecified) returned mcGAS RapidFire -7.
Screening CN(C)CCCO[C@H]1[C@@H](C(O)CO)OC2OC(C)(C)O[C@@H]21 (stereo partly specified) returned mcGAS RapidFire -4.
Screening Cc1ccc(C)c(N(Cc2csc(-c3c(C)c(C)nn(C)c3=O)n2)C(C)C)c1 returned mcGAS RapidFire -3.
`CC(C)C(CNC(=O)CCn1c(=O)oc2cc(S(=O)(=O)N3CCCC3)ccc21)N1CCOCC1` (stereo unspecified) gave mcGAS RapidFire -9.
